Screening data: PubChem BioAssay, several laboratories
ABCB6 inh 2: ABCB6 transporter inhibitors, primary screen, K562-ABCB6 cells, flow cytometry, MLPCN library | hit rate 0.19% among 360,000 | ATP-binding cassette sub-family B member 6 (Homo sapiens), Q9NP58 | K562-ABCB6 porphyrin accumulation, 1 h; active compounds read low | fluorescence ratio to DMSO, % at 10 µM;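 active = fluorescence ratio to DMSO below 75%, the collection mean minus 3 SD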;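 note: signal is porphyrin accumulated inside mitochondria; 100% equals median channel fluorescence of DMSO control wells; lower ratio means ABCB6 inhibition with less porphyrin fluorescence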
Vif inh: HIV Vif self-association inhibitors, primary screen, imaging, HEK293T, single point. HEK293T cells, Vif self-association by quenched fluorescence, 24 h. inhibition, % at 7.49 µM. hit rate 0.35% among 340,000. AID 602346, 2012; in the data active = inhibition above about 50%, passing the limit was not always enough; note: some results filed as inactive read as strong as hits
Glyco luc inh: increase of ERlucT glycosylation luciferase signal, primary screen, N-linked glycosylation inhibitor project, D54 ERlucT cells, luminescence, set 2. D54 ERlucT glycosylation luciferase reporter, 24 h; percent of 100 nM tunicamycin response. reporter increase, % at 12.5 µM. hit rate 0.23% among 360,000;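 active = mean luciferase reporter signal, scaled so untreated is 0 and the glycosylation-blocking control 100, at or above a set limit in every replicate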;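 note: luciferase carries N-glycosylation sites so blocking glycosylation raises the light; 0% = median of neutral control wells and 100% = median of 100 nM tunicamycin wells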
MC4R antagonist: MC4R antagonists of cAMP signaling, primary screen, cell-based, TR-FRET, antagonist arm of biased-ligand search; Melanocortin receptor 4 (Homo sapiens), P32245; MC4R-expressing cells, MTII-stimulated cAMP, LANCE TR-FRET; inhibition, % at 6.5 µM; hit rate 0.48% among 360,000; AID 540295, 2011;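 active = inhibition above its plate's cutoff, the mean of tested wells on that plate plus 3 SD, cut at about 29% in these data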;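 note: 0% = Melanotan II alone and 100% = Melanotan II plus saturating MCL0020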
Target sequence (P32245 whole entry, looked up): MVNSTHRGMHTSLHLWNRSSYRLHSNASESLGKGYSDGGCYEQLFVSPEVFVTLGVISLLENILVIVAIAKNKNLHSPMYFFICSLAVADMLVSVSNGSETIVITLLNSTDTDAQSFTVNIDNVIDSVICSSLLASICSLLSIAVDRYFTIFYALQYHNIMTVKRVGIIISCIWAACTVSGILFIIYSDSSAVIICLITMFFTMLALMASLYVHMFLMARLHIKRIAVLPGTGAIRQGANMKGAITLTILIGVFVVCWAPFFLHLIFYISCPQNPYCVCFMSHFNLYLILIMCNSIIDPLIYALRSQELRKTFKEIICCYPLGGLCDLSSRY
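System – human MC4R-expressing U2OS cells · Also added – Melanotan II · Dosing – one concentration, 6.5 µM nominal · Timing – 30-min compound, 1-h challenge, 1-h detection, room temperature · Measured by – Eu-cAMP/anti-cAMP TR-FRET, emission 671 nm · Replicates – singlicate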
HTR2A ag: mouse Htr2a agonists via beta-arrestin recruitment, primary screen, cell-based, luminescence; CHO-K1 mHTR2A beta-arrestin complementation; percent of 30 µM serotonin response; activation, % at 7.6 µM; hit rate 0.66% among 360,000;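 active = activation above a run cutoff, the mean activation of all tested compounds plus 3 SD, cut at about 14% in these data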;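 note: 0% = plate median of compound wells and 100% = 30 µM serotonin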
aDG glyco act: activators of alpha-DG glycosylation, primary screen, uHTS, Pro5-aDG cells, AlphaScreen | alpha-DG glycosylation AlphaScreen (IIH6); 0% Pro5, 100% B10-LARGE cell signal | activation, % at 10 µM | hit rate 0.22% among 360,000 | AID 624168, 2012;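 active = activation of at least 8% versus controls, or a plate z-score of at least 8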;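 note: Pro5 are CHO cells carrying HIG-tagged alpha-DG that lacks glycosylation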
H9c2 protect: cardioprotection against H2O2-induced cell death, primary screen, uHTS, H9c2 cells, ATPLite luminescence; hit rate 0.63% among 360,000; protection from H2O2 cell death, % at 20 µM; H9c2 cardiomyocytes, H2O2 injury protection, 2 h;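 active = compounds giving at least 50% protection of heart cells from peroxide-induced death in the single-dose screen, raw or plate-pattern-corrected value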;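 note: 0% = DMSO wells with peroxide and 100% = DMSO wells without peroxide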
CaV13 FRET inh: Disruptors of the CACNA1D IQ motif to Ca2+-dependent inactivation inhibitor domain association, primary screening, Förster resonance energy transfer in intact living …; inhibition, % at 12.3 µM; HEK cells, CFP/YFP FRET ICDI-IQ, plate reader, 10 min; percent FRET-ratio fall versus neutral wells; hit rate 0.098% among 340,000;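 active = mean replicate inhibition of at least 30% and at least 1% of replicates passing that level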;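 note: 0% = median of the neutral control wells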
MC4R ag barr: MC4R agonists recruiting beta-arrestin, primary screen, cell-based, luminescence, agonist arm of biased-ligand search. Melanocortin receptor 4 (Homo sapiens), P32245. U2OS MC4R beta-arrestin complementation; percent of melanotan II response, DMSO zero. activation, % at 8.9 µM. hit rate 0.98% among 360,000. AID 540308, 2011;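 active = activation above a per-plate cutoff, the mean activation of sample wells on that plate plus 3 SD, cut at about 8% in these data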
PDI inh: inhibitors of human PDI, primary screen, biochemical, turbidity, single point, plate reader | PDI insulin aggregation turbidity, A650, 90 min | hit rate 0.052% among 350,000 | inhibition, % at 10 µM;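 active = mean inhibition across replicates of 30% or more, whatever share of single replicates reach that level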;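 note: absorbance from insulin aggregation driven by PDI reduction with DTT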
Target sequence (P07237 whole entry, looked up): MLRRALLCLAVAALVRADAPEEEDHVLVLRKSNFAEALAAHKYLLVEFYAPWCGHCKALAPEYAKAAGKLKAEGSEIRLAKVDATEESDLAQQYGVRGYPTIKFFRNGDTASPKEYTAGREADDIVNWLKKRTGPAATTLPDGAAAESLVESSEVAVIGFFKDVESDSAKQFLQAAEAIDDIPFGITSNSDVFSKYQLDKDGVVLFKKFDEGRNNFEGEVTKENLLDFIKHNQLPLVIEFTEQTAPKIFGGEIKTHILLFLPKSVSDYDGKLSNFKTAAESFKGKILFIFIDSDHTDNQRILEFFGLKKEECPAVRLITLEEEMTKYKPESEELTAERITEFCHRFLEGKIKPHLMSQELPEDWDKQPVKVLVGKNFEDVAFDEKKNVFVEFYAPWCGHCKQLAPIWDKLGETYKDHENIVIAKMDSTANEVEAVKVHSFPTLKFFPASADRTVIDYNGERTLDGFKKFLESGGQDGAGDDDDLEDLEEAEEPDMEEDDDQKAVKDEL
Active calls of the source: *; · = not tested or not shown.

SMILES	ABCB6 inh 2	Vif inh	Glyco luc inh	MC4R antagonist	HTR2A ag	aDG glyco act	H9c2 protect	CaV13 FRET inh	MC4R ag barr	PDI inh
COc1ccccc1NC(=O)CC(=O)CSc1nnc(-c2ccc(C)cc2)n1-c1ccccc1	103	-10	1	9	1	-0.2	-2	-5	2.4	-3
COc1ccc(-c2cccc(C(=O)Nc3ccc(C)cc3)c2)cc1	94	7	2	1	0	0.0	-8	-5	8.6*	8
Cc1cc(S(=O)(=O)N2CCCc3ccccc32)ccc1-n1cnnn1	86	11	-3	3	2	0.0	0	-6	-0.8	16
CN1C(=O)NC(c2ccc(O)cc2)C2=C1CN(c1ccccc1)C2=O (stereo not drawn)	100	·	0	8	-1	0.1	-15	-5	-0.1	-5
Cc1cccc(OCCCC(=O)Nc2ccc(S(N)(=O)=O)cc2)c1C	99	9	-5	22	-1	-0.2	-7	-4	0.9	7
Cc1ccc(S(=O)(=O)Nc2ccc(NC(=O)c3cccs3)cc2)cc1	95	-1	-2	15	-5	-0.3	-5	-5	1.7	-6
COc1ccc(CNC(=O)NC2CCCCC2)cc1	103	-1	-2	11	1	-0.1	-1	-8	0.0	-4
O=C(Nc1cccc2ccccc12)N1CCOCC1	94	32	4	2	-2	-0.2	7	-6	-1.1	9
O=C(Nc1ccc(Cl)cc1)N1CC=CCC1	104	-7	0	7	-4	0.2	-8	-1	-0.9	11
C/C(=N/NC(=O)c1ccc(Cn2cccn2)o1)c1cccc(NC(=O)c2ccncc2)c1	94	-3	1	-4	4	-0.4	4	·	-0.2	1
O=C1C(Cl)=C(N2CCCCC2)C(=O)C(Cl)=C1c1cnc(N2CCCCC2)s1	106	2	-13	7	3	-0.3	4	·	-0.5	0
O=S(=O)(c1ccccc1F)N(Cc1ccco1)Cc1nnc(-c2ccccc2Br)o1	93	-3	-4	6	-5	0.0	0	-3	-1.2	3
CCc1cc(CNC(=O)c2ccc(OC)c(OC3CCN(C(C)C)CC3)c2)on1	105	2	0	-1	6	0.1	2	·	-2.1	23
CC1=C(C(=O)Nc2ccccc2)C(c2ccco2)NC(=S)N1 (stereo not drawn)	88	-5	1	-2	3	-0.1	2	-8	-1.4	-4
COc1ccccc1NC(=O)Nc1nc(C(N)Cc2ccc(Cl)cc2)cs1 (stereo not drawn)	102	-15	-6	7	0	1.2	-17	-7	13*	-6
O=C(NC(Cc1c[nH]c2ccccc12)C(=O)O)c1ccc2c(c1)OCO2 (stereo not drawn)	87	8	2	-3	-1	0.0	4	-1	-2.7	-1
COC(=O)c1ccc(CSc2n[nH]c(C)n2)o1	100	3	3	0	7	-0.3	1	-5	-2.6	-6
CCCCc1nnc(NC(=O)CCS(=O)(=O)c2ccc(C)cc2)s1	100	1	-11	3	-6	1.0	0	-3	-0.5	-8
COc1ccc2nc(SCC(=O)NCc3ccc(OC)c(OC)c3)[nH]c2c1	96	8	2	13	-2	0.0	1	-6	-1.0	7
CC(C)(C)OC(=O)NCCc1nnc(SCc2ccccc2)o1	93	-2	1	4	-1	0.0	-1	-19	-0.8	-3

Three of the compounds above, comma-delimited:
canonical_smiles,ABCB6 inh 2,Vif inh,Glyco luc inh,MC4R antagonist,HTR2A ag,aDG glyco act,H9c2 protect,CaV13 FRET inh,MC4R ag barr,PDI inh
O=C1C(Cl)=C(N2CCCCC2)C(=O)C(Cl)=C1c1cnc(N2CCCCC2)s1,106,2,-13,7,3,-0.3,4,·,-0.5,0
O=S(=O)(c1ccccc1F)N(Cc1ccco1)Cc1nnc(-c2ccccc2Br)o1,93,-3,-4,6,-5,0.0,0,-3,-1.2,3
CCc1cc(CNC(=O)c2ccc(OC)c(OC3CCN(C(C)C)CC3)c2)on1,105,2,0,-1,6,0.1,2,·,-2.1,23

Next entries follow.
SMILES	ABCB6 inh 2	Vif inh	Glyco luc inh	MC4R antagonist	HTR2A ag	aDG glyco act	H9c2 protect	CaV13 FRET inh	MC4R ag barr	PDI inh
COc1cccc(NC(=O)COC(=O)CCS(=O)(=O)c2ccc(C)cc2)c1	96	1	0	-2	-2	-0.3	0	-2	-2.0	5
COc1ccc(C2C(C(=O)N3CCCCC3)c3ccccc3C(=O)N2C)cc1 (stereo not drawn)	103	-3	1	4	3	0.0	0	-5	-1.0	1
CCOC(=O)CN1Cc2cccc(C(=O)O)c2C1=O	96	-4	0	3	0	-0.1	8	-4	0.5	·
O=C(CCSc1nnc(-c2ccncc2)o1)Nc1ccc(Cl)cc1	94	·	2	5	-4	0.4	2	-4	-1.6	3
N#Cc1ccccc1S(=O)(=O)N1CCN(C(=O)C2COc3ccccc3O2)CC1 (stereo not drawn)	93	1	-1	-4	4	0.1	6	-15	-3.8	-3
Cc1nc2ccc(F)cc2cc1C(=O)NC(C)C	102	5	2	9	-2	0.1	-1	-7	-0.3	-2
O=C(COc1ccc(S(=O)(=O)N2CCCCC2)cc1)N1CCCC1	102	6	2	14	9	0.0	-4	-7	0.9	8
CN(C)S(=O)(=O)c1ccc(NC=C(C#N)C#N)cc1	97	1	3	-3	4	-0.1	3	-4	-1.7	-5
CS(=O)(=O)N(CC(=O)Nc1ccccc1C(=O)N1CCCC1)c1cccc([N+](=O)[O-])c1	99	-9	0	5	-3	-0.3	3	-4	-3.7	8
CCOC(=O)C1CCN(S(=O)(=O)c2ccc3c(ccn3C)c2)CC1	99	0	-1	7	8	0.0	-3	-5	-3.5	1
O=C(Nc1cc(Cl)ccc1Oc1ccccc1)c1ccccc1F	100	3	-2	17	-4	0.2	-9	-3	0.3	-4
CC1CCCN(S(=O)(=O)c2ccc(C(=O)Nc3ccccc3-c3nc4ccccc4[nH]3)cc2)C1 (stereo not drawn)	101	3	-9	8	3	-0.2	-14	-8	3.9	-1
COc1ccc(C2CC(=O)C3=C(C2)Nc2ncnn2C3c2ccccc2C)c(OC)c1 (stereo not drawn)	95	2	1	13	1	0.1	24	-3	-2.6	1
CCN1CCC(NC(=O)Nc2ccc(F)cc2)CC1	98	-1	2	23	-3	-0.2	7	-3	-1.7	-1
COc1ccccc1C1=NN(C2=NN=C(N)Cc3ncnn32)C(O)(C(F)(F)F)C1 (stereo not drawn)	100	-8	2	0	-1	0.6	13	-4	0.0	-1
CCOC(=O)C1=C(COC(=O)c2cc(OC)c(OC)c(OC)c2)NC(=O)NC1C (stereo not drawn)	98	-3	7	-11	2	-0.2	60*	-6	-3.1	-6
COc1cc(C(C)=O)ccc1Oc1ncnc2c1cnn2-c1ccc(F)cc1	95	-13	2	8	-3	1.8	-2	-8	-2.6	-2
Nc1ncnc2c1ncn2[C@@H]1O[C@H](CNC(=O)[C@H]2CCC(=O)N2)[C@@H](O)[C@H]1O	97	-7	-1	5	2	0.0	-5	-5	-0.5	-17
CCOC(=O)C(C)C1(O)c2ccccc2-c2ncccc21 (stereo not drawn)	104	-9	1	13	2	0.1	4	-6	-0.6	-3
Cn1c(=O)oc2cc(S(=O)(=O)N3CCC(C(=O)N4CCN(c5ccccc5)CC4)CC3)ccc21	102	1	-5	7	2	-0.1	8	-5	-0.5	-4
CCCCN(CCCC)S(=O)(=O)c1ccc(NC(=O)c2cccs2)cc1	100	·	-10	9	-5	0.5	-18	-7	4.1	11
CCN(C(=O)COC(=O)c1cc(-c2ccccc2)nn1-c1ccccc1)C1CCS(=O)(=O)C1 (stereo not drawn)	98	21	-1	-3	1	1.0	-10	1	1.6	-2
OCCN(Cc1ccccc1)C(=S)NC1CCCCC1	96	-1	0	5	-4	-0.2	2	-5	0.1	-13
CCN(CCCNC(=O)C1CCC(=O)N1Cc1ccccc1Cl)c1cccc(C)c1 (stereo not drawn)	104	-2	-8	15	-4	0.0	-6	-8	-0.2	-2
N#Cc1ccccc1OCC(=O)OCC(=O)NC1CCCCCC1	101	-6	2	1	-1	-0.2	5	-5	-0.3	4
COc1ccccc1OCCC(=O)OCC(=O)Nc1ccc(S(=O)(=O)N2CCOCC2)cc1	95	-4	2	-1	-4	-0.1	0	-1	0.6	-2
Cn1nc(C(F)(F)F)c(CN2CC(C)(C)C2=O)c1N1CCOCC1	101	18	1	-1	6	-0.1	0	12	-2.3	-2
COc1cccc(CC2(CO)CCN(CC3=CC[C@H]4C[C@@H]3C4(C)C)CC2)c1	100	16	1	9	5	0.5	-7	2	-1.0	9
O=C(O)C1CCCCN1C(=O)c1cc2c(s1)CCCCC2 (stereo not drawn)	98	-2	1	-1	14	-0.1	4	-3	-4.5	1
O=C1CC2c3ccccc3C1C1C(=O)N(CCO)C(=O)C21 (stereo not drawn)	98	3	-1	6	-2	-0.2	10	1	-3.8	4
CCn1c(SCC(=O)Nc2cccc(C)c2)nc2nc3c(cc2c1=O)COC(C)(C)C3	97	11	1	11	-1	-0.1	15	0	1.0	-16
CC(=O)N1CCc2cc(Br)cc(S(=O)(=O)NCc3ccccn3)c21	147	8	0	1	-3	0.0	5	-2	-3.0	-5

Entries from the list above that have bromine, in the order listed:
SMILES	ABCB6 inh 2	Vif inh	Glyco luc inh	MC4R antagonist	HTR2A ag	aDG glyco act	H9c2 protect	CaV13 FRET inh	MC4R ag barr	PDI inh
O=S(=O)(c1ccccc1F)N(Cc1ccco1)Cc1nnc(-c2ccccc2Br)o1	93	-3	-4	6	-5	0.0	0	-3	-1.2	3
CC(=O)N1CCc2cc(Br)cc(S(=O)(=O)NCc3ccccn3)c21	147	8	0	1	-3	0.0	5	-2	-3.0	-5

A portion taken from the entries so far, as a working copy:
SMILES	ABCB6 inh 2	Vif inh	Glyco luc inh	MC4R antagonist	HTR2A ag	aDG glyco act	H9c2 protect	CaV13 FRET inh	MC4R ag barr	PDI inh
CCCCN(CCCC)S(=O)(=O)c1ccc(NC(=O)c2cccs2)cc1	100	·	-10	9	-5	0.5	-18	-7	4.1	11
CCN(C(=O)COC(=O)c1cc(-c2ccccc2)nn1-c1ccccc1)C1CCS(=O)(=O)C1 (stereo not drawn)	98	21	-1	-3	1	1.0	-10	1	1.6	-2
OCCN(Cc1ccccc1)C(=S)NC1CCCCC1	96	-1	0	5	-4	-0.2	2	-5	0.1	-13
CCN(CCCNC(=O)C1CCC(=O)N1Cc1ccccc1Cl)c1cccc(C)c1 (stereo not drawn)	104	-2	-8	15	-4	0.0	-6	-8	-0.2	-2
N#Cc1ccccc1OCC(=O)OCC(=O)NC1CCCCCC1	101	-6	2	1	-1	-0.2	5	-5	-0.3	4
COc1ccccc1OCCC(=O)OCC(=O)Nc1ccc(S(=O)(=O)N2CCOCC2)cc1	95	-4	2	-1	-4	-0.1	0	-1	0.6	-2

This is a random part of the collection (roughly 3.6% active in at least one column).
